# Screening results deposited in PubChem by Milwaukee Institute for Drug Discovery.
# HCV NS3h FP: blocks HCV NS3 helicase binding to DNA | NS3h Cy5-dT15 DNA binding, fluorescence polarization | inhibition, % at 100 µM | hit rate 1.6% among 16,000 | AID 687043;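 active = inhibition above the average over every tested compound plus 3 SD, cut at about 40% in these data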
# Cy5 interf NS3h: counter-screen for HCV NS3 helicase inhibitors: fluorescence interference | fluorescence interference ratio at 100 µM | Cy5-dT15 DNA with NS3h; actives lie on both sides; signal over control mean, under 1 quenches | hit rate 6% among 16,000;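 active = compound fluorescence over control fluorescence at most 0.8, a quencher, or at least a set upper limit, an enhancer; inactive = ratio between 0.8 and the set upper limit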
# An asterisk follows results filed as active.
SMILES,HCV NS3h FP,Cy5 interf NS3h
Cc1n(N)c2ccccc2[n+]1C,6,1.1
COC(=O)C1=C(C)NC2=C(C(=O)c3ccccc32)C1c1cccs1 (configuration not stated),9,1

# These rows are one share of the data (hit frequency here may not be typical).
